Eya2 inh = blocks the phosphatase activity of human Eya2 | AID 488837 | Potency, µM (titrated, usually from 76.9 µM), for the others: top-dose activity, negative = inhibition, actives largely listed as inhibitors | actives 0.006% (n = 330,000) | recombinant Eya2, OMFP fluorescence dephosphorylation (OMFP is methylfluorescein phosphate); note: potency is the fitted concentration of half-maximal effect
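Eya2 (0.2 uM) preincubated 10 min at ambient with compound, then OMFP substrate added at 50 uM; 10 min reaction in 50 mM HEPES pH 7.5, 50 mM NaCl, 5 uM MgCl2, 0.05% BSA, 1 mM DTT. Fluorescence read at Ex 485/Em 525 nm.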
USP2a block = USP2a (human) protease inhibition; O75604; USP2 core, Ub-CHOP2 coupled fluorogenic reporter, 485/531; Potency, µM (top dose mostly 38.3 µM), inactives show at the highest dose activity change, negative = inhibition, usual class: inhibitors; actives 0.01% (n = 330,000); AID 463254;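 note: potency is the fitted concentration of half-maximal effect; plate controls were DMSO wells for no effect and full inhibition by NEM control for full effect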
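Cell-free coupled assay: 10nM USP2 core preincubated 30min RT with compound in Tris-HCl pH 8.0/CaCl2/CHAPS buffer, then 25nM Ub-CHOP2 and 25nM reporter substrate; fluorescence (Ex 485/Em 531) read after 60min RT, normalized to NEM inhibition, concentration-response curves fitted.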
BCR signal inh = inhibitors of chronic active B-cell receptor signaling; actives 0.05% (n = 340,000); Potency, µM (series often up to 46.1 µM), for the others: top-dose ratio change, negative = lower green/red ratio, actives largely listed as inhibitors; ABC-DLBCL IkBa-CBG/CBR reporter, luminescence ratio, 4 h; active = well fitted inhibition curve with a large enough effect in the signal ratio, with a control signal flat, not every such curve was filed as active; inconclusive = small, poorly fitted or top-dose-only effect, or effect the other way, or a change in a side signal; the % refers to the signal ratio;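 note: potency is the fitted concentration of half-maximal effect; plate controls were basal doxycycline-induced cells for no effect and cells given 10 µM MG132 for full effect; MG132 reads +100%, hits lower the ratio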
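Concentration-response series (up to 46 uM) were applied to TMD8 dual-reporter cells for 4 h at 37C with doxycycline. Green/red ratio, after filter-overlap correction, defined %Activity; red signal alone was normalised to basal cells and zero luminescence.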
KCNH2 3.1 block = blocks the human KCNH2 3.1 channel isoform; activity change, % (tested at about 1.8 µM); AID 720553; actives 0.95% (n = 340,000); U2OS KCNH2 3.1, thallium flux FluxOr; hits give low values;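 active = maximum activity change below -70%; inconclusive = maximum activity change from -70% to -50%; inactive = maximum activity change above -50%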;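 note: thallium influx rate constant from kinetic fluorescence after stimulation buffer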
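Virally transduced U2OS (3.1 isoform, 4 h infection in dark at RT) → overnight 37 C → FluxOr + Red40 in HBSS/HEPES, 45 min → stimulation buffer, 2 min kinetic read → rate constant vs DMSO controls.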
KCNH2 WT inh = KCNH2 (human, wildtype) channel inhibition; AID 720551; activity change, % at 1.84 µM; actives 0.37% (n = 340,000); U2OS, BacMam KCNH2, thallium flux FluxOr; hits give low values;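 active = maximum activity change below -70%; inconclusive = maximum activity change between -70% and -50%; inactive = maximum activity change above -50%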
Target sequence (Q12809 whole entry, looked up): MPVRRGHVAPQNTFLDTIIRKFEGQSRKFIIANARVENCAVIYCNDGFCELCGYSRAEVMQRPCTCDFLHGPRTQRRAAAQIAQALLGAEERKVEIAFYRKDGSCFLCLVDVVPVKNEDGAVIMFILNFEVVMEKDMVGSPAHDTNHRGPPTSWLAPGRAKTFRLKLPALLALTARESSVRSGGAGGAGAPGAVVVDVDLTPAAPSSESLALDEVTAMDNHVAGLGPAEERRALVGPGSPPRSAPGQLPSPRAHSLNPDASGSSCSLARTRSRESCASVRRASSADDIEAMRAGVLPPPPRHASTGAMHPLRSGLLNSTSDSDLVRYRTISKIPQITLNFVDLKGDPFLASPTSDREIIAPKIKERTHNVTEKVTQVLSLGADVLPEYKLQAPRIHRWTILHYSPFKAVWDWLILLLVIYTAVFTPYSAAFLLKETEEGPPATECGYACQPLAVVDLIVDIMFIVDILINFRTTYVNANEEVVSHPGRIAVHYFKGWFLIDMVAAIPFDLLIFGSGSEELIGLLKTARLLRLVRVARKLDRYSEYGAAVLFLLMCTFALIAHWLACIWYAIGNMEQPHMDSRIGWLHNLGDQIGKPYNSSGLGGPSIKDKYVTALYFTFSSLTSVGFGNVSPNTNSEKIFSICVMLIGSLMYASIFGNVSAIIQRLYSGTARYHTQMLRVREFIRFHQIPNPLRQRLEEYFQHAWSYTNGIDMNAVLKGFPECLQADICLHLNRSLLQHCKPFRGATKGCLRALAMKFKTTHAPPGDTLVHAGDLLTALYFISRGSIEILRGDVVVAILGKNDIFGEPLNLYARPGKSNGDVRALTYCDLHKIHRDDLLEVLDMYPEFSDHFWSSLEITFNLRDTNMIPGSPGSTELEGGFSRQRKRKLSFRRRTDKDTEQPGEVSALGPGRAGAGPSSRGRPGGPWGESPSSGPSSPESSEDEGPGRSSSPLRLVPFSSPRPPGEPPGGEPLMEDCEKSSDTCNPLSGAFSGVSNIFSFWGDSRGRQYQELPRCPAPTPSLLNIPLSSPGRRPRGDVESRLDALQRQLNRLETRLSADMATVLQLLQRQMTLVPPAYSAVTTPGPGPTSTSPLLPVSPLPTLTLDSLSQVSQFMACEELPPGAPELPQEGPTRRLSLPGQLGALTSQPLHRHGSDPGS
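U2OS cells transduced with wild-type KCNH2 virus are loaded with FluxOr dye for 45 min, and thallium flux is measured in kinetic reads before and after stimulation buffer. Rate constants are normalized to DMSO controls.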
PKM2 activator = increases activity of human pyruvate kinase M2; purified PKM2, Kinase-Glo ATP luminescence, activation; response scale: 0% is enzyme alone, no compound; Potency, µM (doses to about 57.5 µM), without a hit: top-dose activation, actives largely listed as activators; actives 0.34% (n = 260,000); note: potency is the fitted concentration of half-maximal effect; nearly all actives have a fitted effect of over 55% in size
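Purified hPK-M2 (>95% pure) converted ADP (0.1 mM final) to ATP with 0.5 mM PEP in 50 mM imidazole pH7.2, KCl, MgCl2, Tween 20, BSA; 1 h at room temperature. ATP detected by Kinase-Glo luminescence.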
uPA surface inh = inhibitors of cell surface uPA generation; AID 540303; actives 0.31% (n = 330,000); cell surface uPA generation assay, qHTS; Potency, µM (top dose mostly 38.3 µM), inactives show at the highest dose activity change, negative = inhibition, usual class: inhibitors; active = well fitted inhibition curve with a large enough effect; inconclusive = small, poorly fitted or top-dose-only effect; inactive = no such curve, though single readings can be large or run the other way; tested in mouse RAW 264.7 cells; note: potency is the fitted concentration of half-maximal effect; nearly all actives have a fitted effect of over 55% in size
Giardia kill = Giardia lamblia killing; Giardia lamblia trophozoite viability; activity change, % at 7.66 µM, hits read low; actives 0.15% (n = 340,000); in the data active = activity change below about -80%; inconclusive = between about -30% and that limit;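 note: parasites exposed to compound for two days anaerobically before the ATP read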
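Anaerobic 48 hrs incubation at 37 deg C of 100 trophozoites/well with test compounds; ATPLite 1-Step luminescence, 15-30 min RT, reports cellular ATP as viability.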
B2AR arrestin = beta2AR (human) beta-arrestin recruitment activity; P07550; beta-arrestin recruitment to beta2AR, cell-based reporter; Potency, µM (highest dose often 46.1 µM), for inactives: at the highest dose activation, hits mostly activators; actives 0.02% (n = 330,000);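 note: potency is the fitted concentration of half-maximal effect; 0% = DMSO controls and full agonism = EC100 isoproterenol or metaproterenol; nearly all actives have a fitted effect of over 65% in size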
GALK inh = galactokinase (human) inhibition | AID 1868 | Purified GALK, Kinase-Glo residual ATP luminescence | P51570 | actives 0.007% (n = 270,000) | Potency, µM (doses to about 57.5 µM), for the others: at the highest dose activity change, negative = inhibition, hits mostly inhibitors; note: potency is the fitted concentration of half-maximal effect
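GALK at 5 nM final was combined with compound, 35 uM ATP and 100 uM galactose in HEPES pH8.0 with MgCl2 and DTT. The reaction ran one hour at room temperature before luminescent ATP detection.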
FBPA coupling cs = counter-screen for Giardia aldolase inhibitors: coupling enzyme system | coupling enzyme system counterscreen, AmpLite Red fluorescence | activity change, negative = inhibition, % at 58.2 µM, hits read low | actives 0.67% (n = 290,000); in the data active = activity change below about -30%
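Fluorescence at 525 nm excitation and 598 nm emission measured inhibition of the coupled detection system without aldolase. Compounds (at 57.5 uM final) were preincubated 10 min at room temperature with coupling enzyme reagent before a 20 min substrate/AmpLite Red step.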
The depositor's hits bear a star; i = inactive; ? = inconclusive; / = not tested or not shown; [ ] = remark or other dose. Unless noted, calls come from the whole dose curve; as a rule, active = well fitted curve in the direction sought with a large enough effect; inconclusive = small, poorly fitted or top-dose-only effect, or another doubt; inactive = no such curve, though single readings can be large; an effect the other way counts as inactive or inconclusive. Unless noted, % is set by controls: 0 for no effect and ±100 for the full control effect.

Each structure is followed by: Eya2 inh	USP2a block	BCR signal inh	KCNH2 3.1 block	KCNH2 WT inh	PKM2 activator	uPA surface inh	Giardia kill	B2AR arrestin	GALK inh	FBPA coupling cs
CC(=O)Nc1ccc2nc(SCC(=O)NCCOc3ccccc3)sc2c1
→ 5.8%	3.0%	7.9%	9.1	/	1.6%	3.5%	15.4	-0.1%	-0.2%	3.0
Cc1ccc(C(=O)N2CCN3C(=O)c4ccccc4C23c2ccccc2)cc1 (configuration not stated)
→ 14.7%	3.4%	?	23.1	-3.0	-0.1%	-1.7%	-15.8	13.1%	1.7%	3.1
COCCCC1CCN(C(=O)C2CCC(=O)N(CCc3cccc(F)c3)C2)CC1 (configuration not stated)
→ -1.9%	1.5%	7.4%	/	15.4	-12.2%	-1.0%	19.2	-0.4%	7.4%	/
Cc1cc(/C=N/NS(=O)(=O)c2ccc(F)c(Cl)c2)no1
→ -18.1%	-0.4%	?	-2.4	-7.0	-2.1%	0.7%	-2.9	-0.8%	0.6%	3.2
CCc1cc2c(NCCC(=O)O)nc(C)nc2s1
→ -5.6%	1.3%	-19.6%	22.3	0.9	-1.2%	2.1%	-3.5	0.3%	-0.9%	-2.5
CCOC(=O)C1CCCN(C(=O)Cn2cnc3c2c(=O)n(C)c(=O)n3C)C1 (configuration not stated)
→ -17.7%	0.0%	0.1%	5.0	-0.4	0.1%	/	5.4	-0.6%	1.3%	1.9
CCOC(=O)c1c(-c2ccccc2)csc1NC(=O)CCN1CCOCC1
→ -10.4%	-7.1%	?	4.7	3.6	10.0%	-10.2%	-8.0	1.4%	-1.5%	-16.7
COC(=O)COc1c(/C=C\c2nc(O)c([N+](=O)[O-])c(=O)[nH]2)cccc1OC
→ 12.7%	0.1%	4.4%	-7.7	0.3	-3.2%[11.5 µM]	12.2%	9.6	-0.3%	-3.6%	1.2
O=C(NC(=S)N1CCN(c2ccccc2)CC1)c1ccco1
→ 10.8%	4.7%	-3.3%	9.1	-9.3	/	0.6%	-8.0	-0.2%	/	/
COC(=O)c1onc(-c2c(Cl)cccc2Cl)c1C(=O)OC
→ -26.6%	-1.8%	-4.7%	-19.3	-3.2	6.8%	6.9%	4.7	6.5%	-4.0%	-0.7
O=C(NCc1ccco1)c1cc(-c2ccccc2)c(N2CCOCC2)s1
→ 4.0%	-6.9%	11.0%	11.3	-0.8	11.5%	-1.3%	14.9	-0.6%	3.9%	5.2
O=C(Nc1ccc(Nc2ccccc2)cc1)c1ccccc1F
→ 2.7%	-0.8%	?	-2.2	-5.5	-2.0%	-2.4%	-3.6	0.2%	4.3%	-0.2
CCCCCCSc1ccc([C@@H]2[C@H]3C(=O)N(C)C(=O)[C@H]3[C@]3(C(=O)OC)CCCCN23)cc1
→ -30.7%	-2.6%	-2.4%	12.1	-0.1	/	3.5%	36.4[activator]	0.0%	/	/
O=S1(=O)CCN(Cc2cccc(C(F)(F)F)c2)CC1
→ -9.5%	0.5%	1.8%	-6.8	-11.2	-16.4%	-11.7%	0.3	-0.2%	7.0%	0.3
C=CCC[C@@H](Cc1ccc(F)cc1)C(=O)OCCNC(=O)[C@H](CC=C)CC(=O)NCCO
→ -19.6%	3.3%	0.4%	/	-5.2	/	0.2%	8.3	-1.0%	/	/
COc1cccc(CNC(=O)c2ccc(C3SCCS3)cc2)c1
→ -5.1%	2.5%	?	5.1	7.8	-3.3%	-7.1%	-2.6	-0.3%	-5.2%	/
COc1cc(CC(=O)OCC(=O)Nc2ccccc2C#N)cc(OC)c1OC
→ 0.0%	2.8%	?	12.3	-17.3	/	-4.0%	?	-0.4%	/	/
CC1(c2nnc(Cc3ccccc3)o2)CC(c2cccc(Cl)c2)=NO1 (configuration not stated)
→ ?	0.0%	2.6%	11.9	17.0	0.4%	1.8%	3.1	-0.7%	3.3%	6.3
O=C(NCCc1ccc(F)cc1)c1ccc(Cl)c(S(=O)(=O)N2CCOCC2)c1
→ 13.9%	0.0%	-0.4%	-13.9	-1.1	/	-16.5%	13.2	-0.1%	/	/
Cc1cccc(NC(=S)c2nc3ccccc3s2)c1
→ -2.4%	-1.1%	9.4%	9.7	24.3	-4.4%	1.1%	-15.6	-1.6%	-3.2%	-0.2
O=C(Cc1cccs1)N(Cc1cccs1)C1(C(=O)NC2CCCCC2)CCCCC1
→ -25.4%	-2.0%	-19.1%	-1.6	0.6	-2.8%	-0.4%	10.5	0.0%	-0.5%	-0.5
Cn1c(=O)oc2cc(S(=O)(=O)N3CCCCC3)ccc21
→ 2.2%	-0.2%	0.1%	-7.2	4.2	18.3%	0.9%	3.5	-1.0%	1.7%	0.7
COc1ccc(NC(=O)N2CCCC(c3nc(-c4ccc(F)cc4)no3)C2)cc1 (configuration not stated)
→ -1.8%	-3.3%	22.4%	19.2	/	0.2%	4.9%	25.2	0.2%	2.9%	2.4
Cc1[nH]c2ccccc2c1/C=N/NC(=O)c1cccc(F)c1
→ -5.2%	1.3%	?	-4.2	-2.3	-0.4%	3.7%	-5.7	0.0%	5.9%	-4.1
CN1C(=O)NC(c2ccccc2)C2=C1CN(Cc1ccco1)C2=O (configuration not stated)
→ 7.6%	1.2%	7.2%	-0.1	23.1	16.5%	-21.5%	-2.8	0.2%	-6.1%	0.6
CCOC(=O)C1C(=O)CC(C)(O)C(C(=O)OCC)C1c1ccc(NC(C)=O)cc1 (configuration not stated)
→ ?	3.1%	6.4%	27.9	3.4	1.1%	-3.9%	-5.9	-1.1%	6.6%	4.5
CC(Sc1nnnn1C)C(=O)Nc1nc(-c2ccc(F)c(F)c2)cs1 (configuration not stated)
→ 17.9%	2.1%	?	-1.3	3.4	/	?	0.5	-0.2%	/	/
CC(C)CN1C(=O)c2ccc(NC(=O)Cc3ccccc3)cc2C1=O
→ 12.7%	1.6%	1.8%	0.1	-4.7	-7.9%	6.9%	21.7	-0.3%	4.4%	2.6
COC(=O)c1ccc(CSc2ncnc3c2oc2ccccc23)o1
→ -1.3%	1.8%	0.9%	5.9	-7.6	7.2%	/	2.7	-1.6%	-1.4%	0.7
CCN(CC)CCNC(=O)c1ccc(-n2c(C)cc3c2CCCC3=O)cc1
→ -3.9%	-1.6%	-1.1%	3.6	-7.1	3.2%	1.5%	-17.8	-0.2%	7.3%	-10.6
COc1ccc(-c2nc(C3CCCCC3)c3cc(OC)ccc3n2)cc1
→ 7.6%	-0.3%	4.6%	-6.7	3.5	/	?	32.9[activator]	3.8%	/	/
Cc1cc(C)c[n+](CC(=O)c2ccc(C)c([N+](=O)[O-])c2)c1
→ -12.7%	0.1%	-0.2%	0.1	0.9	-1.7%	20.6%	-3.4	-0.3%	2.4%	1.2
COc1ccc(C(CNC(=O)c2cccc(NS(=O)(=O)c3ccc(Br)cc3)c2)N(C)C)cc1 (configuration not stated)
→ 2.2%	-0.5%	?	-80.0*	6.7	/	-2.5%	13.7	0.2%	/	/
COc1ccc(CNC(=O)COc2cccnc2[N+](=O)[O-])cc1
→ 4.6%	2.4%	3.9%	-1.3	3.8	/	5.9%	?	0.6%	-2.4%	1.2
O=S(=O)(NCCCc1ccccc1)c1ccccc1
→ -4.1%	1.0%	-0.6%	-6.5	1.5	1.3%	-9.1%	10.5	-0.3%	1.2%	-0.3
COc1cc([N+](=O)[O-])ccc1NC(=O)/C=C\C(=O)O
→ 17.7%	-1.0%	-1.8%	-2.7	-6.0	-3.6%	4.3%	-5.4	-0.4%	-2.3%	9.5
COC(=O)CCC(=O)c1oc2ccc(Br)cc2c1N
→ -8.1%	1.8%	?	8.5	7.1	12.2%	-1.4%	4.6	-0.7%	-0.8%	-0.7
O=[N+]([O-])c1cccc(/C=N/Nc2ccccn2)c1
→ 2.2%	11.0%	?	6.8	4.6	-24.1%	-8.7%	-14.9	0.2%	-1.5%	-2.3
COC(=O)C1CCN(C(=O)c2ccc(OC)c(S(=O)(=O)N3CCCc4ccccc43)c2)CC1
→ -3.5%	0.2%	-13.3%	11.3	14.4	/	-2.9%	-10.3	0.2%	/	/
CCCN=C(C)C1=C(O)c2ccccc2C1=O
→ 11.8%	-4.7%	0.5%	1.2	i	-17.6%	-3.3%	20.0	-1.8%	/	-1.2
Cc1ccsc1C(=O)OCC(=O)N1CC(C)CC(C)C1 (configuration not stated)
→ -10.0%	-1.2%	0.3%	-6.9	-5.9	/	2.5%	-17.1	-0.7%	/	/

Bioassay records from PubChem BioAssay.
